S3 lipid droplet: qHTS Assay for Lipid Storage Modulators in Drosophila S3 Cells; Drosophila S3 cells, BODIPY lipid droplet fluorescence, 18-24 h; cells fed with added oleic acid; Potency in µM for hits, for the others lipid storage change, negative = inhibition, % at the top dose, mostly 46.1 µM; 0.64% of 320,000 active; AID 2685; active = well fitted inhibition curve with a large enough effect in the signal ratio, with a control signal flat, not every such curve was filed as active; inconclusive = small, poorly fitted or top-dose-only effect, or effect the other way, or a change in a side signal; the % refers to the signal ratio
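Drosophila S3 cells got compounds at several concentrations plus oleic acid (400 uM solution). Laser-scanning cytometry with 488 nm excitation read lipid droplets at 500-530 nm and cells at 575-640 nm. Percent activity was relative to 20 uM Triacsin C.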
S3 lipid droplet cell count max: also measured in S3 lipid droplet; calls as there; cell number change, %; measured here: cell count max response;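 cells counted by Cell Tracker Red CMTPX staining in the red channel; peak over a dose series mostly up to 46.1 µM; percent activity relative to internal control wells on each plate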
Starred values were filed as active, the others as inactive; i = inactive; u = inconclusive; x = not tested or not shown; [ ] = dose if it differs, or a comment. % is set by controls: 0 for no effect and ±100 for the full control effect; potency is the fitted concentration of half-maximal effect.

Results follow in this order: S3 lipid droplet	S3 lipid droplet cell count max
- CCNc1nc(NCC)n2c(SCC(=O)Nc3ccc(C(F)(F)F)cc3[N+](=O)[O-])nnc2n1
  u	x
- Cc1cc(-c2ccc(C)c(S(=O)(=O)Nc3cc(C)on3)c2)on1
  15.3%	x
- Cc1ccccc1/C=N/NC(=O)c1ccc(-n2cnnn2)cc1
  u	x
- Oc1cccc(/C=N/Nc2cc(N3CCCC3)nc(N3CCCC3)n2)c1
  u	x
- Cc1cc(NC(=O)Cc2csc(-c3ccccc3)n2)ccc1Br
  u	x
- CCc1cc(=O)oc2c(C)c(OCC(=O)N3CC[C@@]4(O)CCCC[C@H]4C3)ccc12
  -24.5%	2.6
- O=C(CSc1nnc(-c2ccncc2)o1)Oc1ccccc1
  u	x
- CCOc1ccc(/C=C2\N=C(c3cccs3)OC2=O)cc1OC
  -24.1%	24.2
- O=C(NCc1ccco1)/C(=C\c1ccc(F)cc1)NC(=O)c1ccco1
  u	x
- O=C(Nc1ccccc1[N+](=O)[O-])c1cc2ccccc2nc1Cl
  17.5%	-0.7
- NNC(=O)CN(CCc1ccccc1)S(=O)(=O)c1ccc(Cl)cc1
  u	x
- Cc1cc(C(=O)O)cc(S(=O)(=O)N2CCOCC2)c1C
  -10.3%	-7.6
- CCCCN1CN(S(=O)(=O)c2ccc(OC)cc2)c2nc3ccccc3nc21
  i	11.8
- Cc1ccc(NC(=O)Cn2nnc(C(=O)NCc3ccc(Cl)cc3)c2N)cc1F
  i	-5.6
- CCOc1ccc(-c2nnn(CC(=O)NCc3ccco3)n2)cc1
  7.3%	-13.8
- CCCOC1CCCN(C(=O)c2ccc3oc(C(C)C)nc3c2)C1 (stereo unspecified)
  -16.1%	11.7
- FC(F)(F)c1ccc(C2[C@H]3CN(Cc4cccnc4)[C@H](c4ccccc4)C34CC2(c2cccnc2)C4)cc1 (stereo partly specified)
  u	x
- O=S(=O)(c1ccc(Cl)cc1)c1nc(-c2ccccc2F)oc1NCCCN1CCOCC1
  u	x
- CCc1c(C)sc(NC(=O)Cn2nc(C)c([N+](=O)[O-])c2C)c1C(N)=O
  u	x
- C=CCn1c(SCc2cc(=O)n3cc(C)ccc3n2)nnc1-c1cccc(C)c1
  u	x
- COc1ccc(C(=O)Nc2cccc3ccccc23)cc1
  u	x
- Cc1ccc2nc3nc(NCC4CCCO4)c(C(=O)NC4CCCCC4)cc3c(=O)n2c1 (stereo unspecified)
  -7.7%	23.7
- O=C(C1CCCN(S(=O)(=O)c2ccccc2)C1)N1CCCCC1 (stereo unspecified)
  u	x
- O=C(Nc1cccc(NC(=O)c2ccco2)c1)c1cccc(Br)c1
  u	x
- CCOC(=O)C1(Cc2ccccc2)CCN(Cc2ccc(C3CCCCO3)s2)CC1 (stereo unspecified)
  u	x
- COc1ccc2c(c1)CCCC2NS(=O)(=O)OCC(Cl)(Cl)Cl (stereo unspecified)
  i	-2.7
- CCCC1(c2ccccc2)NC(=O)N(CC(=O)N2CC(=O)Nc3ccccc32)C1=O (stereo unspecified)
  u	x
- Cc1ccn2c(=O)c(NC(=O)COc3ccccc3)c(C)nc2c1
  u	x
- Cc1ccc(NC(=O)/C=C\C(=O)NCC(=O)O)cc1C
  -10.6%	-8.2
- CCOC(=O)/C(=N\Nc1cc(Cl)ccc1Cl)N1CCOCC1
  2.8%	5.7
- CCN1C(=O)CC(C(=O)O)SC1=Nc1ccc(OC)cc1 (stereo unspecified)
  -1.8%	5.9
- CCNc1nc(NCC)nc(N(C#N)C(C)C)n1
  12.4%	-11.7
- Cc1ccc(C(=O)Nc2ccc(F)cc2)cc1NC1=NC2CS(=O)(=O)CC2S1 (stereo unspecified)
  u	x
- CCOC(=O)c1c(C)n(C(=O)c2ccco2)c(=O)n1C(=O)c1ccco1
  u	x
- CCC(=O)NC(Nc1cccc(C)n1)(C(F)(F)F)C(F)(F)F
  22.2%	3.8
- COc1ccc(C(=S)N2CCOCC2)cc1OC(=O)c1cccc([N+](=O)[O-])c1
  -13.1%	-5.7
- CCN(CC)S(=O)(=O)c1cccc(C(=O)N/N=C/c2ccc(N3CCOCC3)cc2)c1
  -2.0%	-4.5
- COc1ccccc1N1CCN(Cc2cc(=O)c(OCC(=O)NC3CCCC3)co2)CC1
  4.8%	-1.8
- CCOC(=O)c1cnc(-n2nc(C)cc2C)nc1NC(C)c1ccccc1 (stereo unspecified)
  -3.5%	-2.9
- Cc1nc(C(=O)N/N=C/c2[nH]ncc2Br)cs1
  4.6%	5.7
- COc1cc(NC(=O)COC(=O)c2ccc(S(=O)(=O)N3CC(C)CC(C)C3)cc2)c(C)cc1[N+](=O)[O-] (stereo unspecified)
  23.6%	-1.6
- O=c1c2ccccc2nc(SCc2ccc([N+](=O)[O-])cc2)n1-c1ccccc1
  -11.3%	-13.7
- O=C(NC1CCCCC1)N1CCN(c2nc(-c3ccccc3)cs2)CC1
  0.8%	-18.0
- O=C(NC(=S)Nc1cc(C(F)(F)F)ccc1N1CCOCC1)c1ccco1
  u	x
- CCOC(=O)N1CCc2c(sc(NC(=O)CN3CCOCC3)c2C(=O)Nc2ccccc2)C1
  9.3%	10.0
- COc1cccc(NC(=O)Cn2cc(C(=O)C3CC3)c3ccccc32)c1
  u	x
- COc1ccc(CCNC(=O)CCc2nc3sc4c(c3c(=O)[nH]2)CCCC4)cc1
  -0.6%	22.8
- COc1ccc(CNC2CCCc3ccccc32)c(OC)c1 (stereo unspecified)
  u	x
- O=C1OCCC1Sc1nnc(-c2ccc(Cl)cc2Cl)o1 (stereo unspecified)
  4.3%	12.6
- O=C(NCCN1CCOCC1)C(=O)c1c[nH]c2ccccc12
  u	x

(continued)
Results follow in this order: S3 lipid droplet	S3 lipid droplet cell count max
- CC(=O)OCC(=O)C1(O)CCC2C3CCC4=CC(=O)C=CC4(C)C3C(O)CC21C (stereo unspecified)
  -10.4%	6.7
- CC1CCN(C(=O)CN2C(=O)C(=O)c3ccccc32)CC1
  u	x
- Cc1cc(OC(=O)c2ccco2)c2c(C)cc(=O)oc2c1
  u	x
- Cc1cccc(OCCC(=O)NCC(c2ccco2)N2CCCCC2)c1 (stereo unspecified)
  u	x
- CCN(CC(=O)Nc1ccc2c(c1)OCCO2)S(=O)(=O)c1cccs1
  u	x
- CC(C)(C)NC(=O)COC(=O)/C=C/c1ccccc1[N+](=O)[O-]
  u	x
- COc1ccccc1C(=O)NCc1ccccn1
  u	x
- Nn1c(-c2cccc([N+](=O)[O-])c2)nc2ccccc2c1=O
  u	x
- COc1ccccc1OCCCCn1ncc2ccc(OC)c(OC)c2c1=O
  9.8%	x
- Cn1c(=O)oc2cc(S(=O)(=O)N3CCCC(C(=O)Nc4ccc5c(c4)OCCO5)C3)ccc21 (stereo unspecified)
  u	x

Some of the entries so far, with the structure last.
| S3 lipid droplet | S3 lipid droplet cell count max | Structure |
| --- | --- | --- |
| -10.4% | 6.7 | CC(=O)OCC(=O)C1(O)CCC2C3CCC4=CC(=O)C=CC4(C)C3C(O)CC21C (stereo unspecified) |
| u | x | CC1CCN(C(=O)CN2C(=O)C(=O)c3ccccc32)CC1 |
| u | x | Cc1cc(OC(=O)c2ccco2)c2c(C)cc(=O)oc2c1 |
| u | x | Cc1cccc(OCCC(=O)NCC(c2ccco2)N2CCCCC2)c1 (stereo unspecified) |
| u | x | CCN(CC(=O)Nc1ccc2c(c1)OCCO2)S(=O)(=O)c1cccs1 |
| u | x | CC(C)(C)NC(=O)COC(=O)/C=C/c1ccccc1[N+](=O)[O-] |

(list continues)
Results follow in this order: S3 lipid droplet	S3 lipid droplet cell count max
- COc1cccc(OCC(=O)NNC(=O)c2ccc(-c3ccccc3)cc2)c1
  -28.0%	14.7
- C=Cc1ccc(CN2CCCN(Cc3ccc(Cl)cc3)S2(=O)=O)cc1
  6.8%	17.7
- CC(OC(=O)c1ccco1)C(=O)Nc1ncc(Cl)cc1Cl (stereo unspecified)
  u	x
- CC(=O)N(/N=C/c1cccc(C)c1)c1nc(-c2ccc(Br)cc2)cs1
  u	x
- COc1cc2c(cc1OC)[C@@H](Cc1ccc(OCCC#N)cc1)N(C)CC2
  u	x
- CCOc1ccc(S(=O)(=O)N2CCOCC2)cc1NC(=O)CCOc1ccc(C(C)(C)C)cc1
  -25.5%[0.0737 µM]	-9.4
- C=CCn1c(CCC(O)COCCC)n[nH]c1=S (stereo unspecified)
  19.7%	24.8
- CCCN(C(=O)c1cccc(S(=O)(=O)N2CCN(Cc3ccccc3)CC2)c1)C1CCS(=O)(=O)C1 (stereo unspecified)
  17.9%[0.0737 µM]	25.3
- CC1CCCCN1C(=O)CCS(=O)(=O)c1cc2c(cc1Cl)NC(=O)CO2 (stereo unspecified)
  -15.4%	-3.2
- NC(=S)Nc1ccc(F)cc1F
  -4.2%	-2.5
- Cc1cc(C)c2[nH]c(=O)c(C(c3nnnn3C(C)(C)C)N3CCN(C(=O)c4ccco4)CC3)cc2c1 (stereo unspecified)
  u	x
- Cc1cc(-c2ccc(C(=O)O)s2)cnc1N
  u	x
- CCOC(=O)c1cnn2c(C(F)(F)F)cc(-c3ccco3)nc12
  u	x
- CCS(=O)(=O)c1ccc2oc(Nc3ccc(C(C)C)cc3)nc2c1
  -3.9%	2.9
- CSc1nnc(-c2ccc(C(F)(F)F)cn2)o1
  -7.4%	26.7
- Cc1cc2c(c(=O)o1)C(c1ccc([N+](=O)[O-])o1)C(C#N)=C(N)O2 (stereo unspecified)
  u	x
- CC1CC(C)CN(C(=O)c2cn(C)c3ccc(S(=O)(=O)N(C)C)cc3c2=O)C1 (stereo unspecified)
  u	x
- COC(=O)c1ccc(C2/C(=C(/O)c3ccc(OC(C)C)cc3)C(=O)C(=O)N2c2cc(C)on2)cc1 (stereo unspecified)
  u	x
- O=C(NCc1ccccn1)c1ccc(S(=O)(=O)Nc2ccccc2F)cc1
  u	x
- COc1ccc2cc(C(=O)NCc3ccco3)c(=Nc3ccc(C(=O)O)cc3)oc2c1
  u	x
- CC(=O)Nc1ccc(S(=O)(=O)Nc2ccc(-n3cnnn3)cc2)cc1
  u	x
- CN(C)/C(Cn1cncn1)=C1/N=C(c2c(F)cccc2F)OC1=O
  9.4%	-1.1
- Cc1ccc(C(=O)Nc2ccc(Cl)cc2C)c(Cl)c1
  u	x
- Cc1oc(-c2ccc(Cl)cc2)nc1CN1CCC(C(=O)NCc2cccs2)CC1
  7.9%	8.5
- C=CCn1c(=O)c2c(nc3n2CC(C)CN3c2cccc(OC)c2)n(C)c1=O (stereo unspecified)
  u	x
- Cc1ccc(S(=O)(=O)N2CCSC2C(=O)O)cc1 (stereo unspecified)
  -2.9%	0.4
- Cc1nn(-c2ccc(N3CCOCC3)nn2)c(C)c1CCC(=O)Nc1ccc(F)cc1
  i	x
- O=C(COC(=O)c1cnccn1)Nc1c(Cl)cc(Cl)cc1Cl
  u	x
- COc1ccc(-c2ccc(-c3noc(C4CCCCC4)n3)c(OC)n2)cc1
  20.1%	-6.0
- Cc1ccc(N(CC(=O)N/N=C/c2ccco2)S(=O)(=O)c2ccccc2)cc1
  i	x
- O=C(Nc1ccccc1)O/N=C/c1ccc(F)cc1
  18.6%	-7.3
- O=C(O)c1ccccc1C(=O)N1CCN(c2cccc(Cl)c2)CC1
  -6.5%	-1.7
- O=S(=O)(CCc1ccncc1)Cc1ccc2c3c(cccc13)CC2
  u	x
- CC(=O)Oc1cccc(C(=O)Nc2ccccc2NC(=O)c2cccc(OC(C)=O)c2)c1
  u	x
- O=C(Nc1ccc2c(c1)OCO2)C1CCCN1C(=O)Nc1cccc(F)c1 (stereo unspecified)
  u	x
- CSCC[C@H](NC(=O)N1CCn2c1nc1ccccc12)C(=O)NCc1ccc2c(c1)OCO2
  i	x
- CCOC(=O)N/N=C(\C)c1ccc(C)o1
  0.3%	-11.6
- CCCn1c(SCC(=O)N2c3ccccc3CC2C)n[nH]c1=O (stereo unspecified)
  7.5%	-0.5
- COc1ccc(CN=C(N)N=C(N)N)cc1Cl
  -2.5%	12.9
- Cc1ccc(OCC(O)Cn2c(=N)n(CCN3CCOCC3)c3ccccc32)cc1 (stereo unspecified)
  u	x
- COc1ccccc1/C=C/C=N/NC(=O)Cc1cccn1C
  7.6%	8.4
- CCN(CC)C(=O)CSC(=Nc1ccccc1F)NC#N
  i	8.1
- CCCCOc1ccc(C(O)(CCN2CCOCC2)c2ccccc2)cc1 (stereo unspecified)
  -10.2%	-14.2
- COc1ccc(CN2CCNC(=O)C2CC(=O)NC2CCOCC2)c(F)c1 (stereo unspecified)
  -0.6%	10.7
- CCCCCCCCSc1nnc(-c2ccc(OC)cc2)o1
  -14.4%	x
- Cc1ccc(NS(=O)(=O)c2ccc(C(=O)NCCCN3CCCC3=O)cc2)cc1C
  u	x
- Nc1nnc(SCC(=O)Nc2ccc3nc(SCC(=O)Nc4ccccc4)sc3c2)s1
  i	-8.2
- COc1ccc(-n2nnnc2SCC(=O)N2CCCC2)cc1OC
  4.6%	1.3
- O=C(NCC1CCCO1)C(=Cc1cccc([N+](=O)[O-])c1)C(=O)NCC1CCCO1 (stereo unspecified)
  u	x
- CCOCCCNC(=O)C(c1ccc(Cl)cc1)N1CCC2(CC1)OCCO2 (stereo unspecified)
  u	x

(cont.)
Results follow in this order: S3 lipid droplet	S3 lipid droplet cell count max
- Cc1c(C(=O)OCC(=O)NCCN2C(=O)CSC2=O)cccc1[N+](=O)[O-]
  2.2%	-1.2
- CCOC(=O)C1=C(COC(=O)/C=C/c2ccc(OC)cc2)NC(=O)NC1C (stereo unspecified)
  u	x
- CCCC1C(C(=O)OCC)=C(C)NC(C)=C1C(=O)OCC
  u	x
- CCC/C(O)=C1\C(=O)CCCC1=NCCCCCC(=O)O
  i	-0.3

An excerpt; the hit share may differ from the screen's.
